# POLB inh: blocks human DNA polymerase beta activity | P06746 | Pol beta primer extension/strand displacement, fluorescence kinetic | Potency, µM (doses to about 114 µM), for inactives: at the highest dose activity change, negative = inhibition, most hits filed as inhibitors | hit rate 1.3% among 340,000 | AID 485314; further: on the % scale 0 is the no-effect control and ±100 the full control effect
#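 Pol beta (10 nM) was preincubated with compound for 15 min at room temperature. The reaction was then started with 50 nM substrate and read immediately and after a further 10 min at room temperature.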
# Pol kappa inh: DNA polymerase kappa (human) inhibition; Q9UBT6; purified Pol kappa, fluorescent DNA synthesis assay, 10 min; Potency, µM (doses to about 107 µM), without a hit: top-dose activity, negative = inhibition, actives largely listed as inhibitors; hit rate 0.53% among 400,000; AID 588579; further: on the % scale 0 is the no-effect control and ±100 the full control effect
#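 Here, compound and 10 nM enzyme are combined for 15 min at room temperature; adding 50 nM substrate (final) starts DNA synthesis, tracked by fluorescence at 0 and 10 min against buffer-only wells.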
# BAZ2B block: blocks human BAZ2B; AlphaScreen BAZ2B-H3K14Ac peptide displacement; AID 504333; Q9UIF8; Potency, µM (titrated, usually from 114 µM), inactives show at the highest dose activity change, negative = inhibition, most hits filed as inhibitors; hit rate 4.4% among 360,000; further: on the % scale 0 is the no-effect control and ±100 the full control effect; nearly all actives have a fitted effect of over 60% in size
#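 Compounds, titrated to a top concentration of 110 uM, were incubated 30 min at room temperature with preformed BAZ2B/acetyl-K14 H3 peptide complex (50 nM each). Proximity signal was measured by AlphaScreen after 20 min with beads.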
# APEX1 inh: blocks human APE1 abasic DNA cleavage; P27695; recombinant APE1, TAMRA/BHQ-2 abasic DNA cleavage fluorescence; Potency, µM (top dose mostly 65.8 µM), inactives show at the top dose activity change, negative = inhibition, usual class: inhibitors; hit rate 0.35% among 350,000; AID 2517;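 further: plate controls were vehicle for no effect and reference inhibitor for full effect; nearly all actives have a fitted effect of over 55% in size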
#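 Quantitative HTS: incision of a TAMRA/BHQ-2 double-stranded substrate bearing a tetrahydrofuran abasic site by 0.75 nM APE1 raises fluorescence. Substrate 50 nM final, added after 15 min compound preincubation at room temperature; progress as third-minus-first kinetic read difference.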
# JMJD2A Tudor inh: blocks the human JMJD2A Tudor domain; hit rate 4.4% among 390,000; AlphaScreen JMJD2A-Tudor / H3K4me3 peptide binding; AID 504339; Potency, µM (top dose mostly 114 µM), for the others: at the highest dose activity change, negative = inhibition, hits mostly inhibitors; O75164; further: on the % scale 0 is the no-effect control and ±100 the full control effect; nearly all actives have a fitted effect of over 50% in size
# Pol iota inh: DNA polymerase iota (human) inhibition; Q9UNA4; Pol iota fluorescent replication assay, 10 min; Potency, µM (top dose mostly 115 µM), for inactives: top-dose activity, negative = inhibition, actives largely listed as inhibitors; hit rate 1% among 390,000; AID 588590
#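 Fluorescent replication assay read twice, at 0 min and 10 min after adding 50 nM (final) substrate. Enzyme (10 nM) and compounds were first incubated 15 min at room temperature; enzyme-free buffer wells were negative controls.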
# G9a inh: blocks human histone lysine methyltransferase G9a. Q96KQ7. G9a H3K9 monomethylation, AlphaScreen, 2 h. Potency, µM (doses to about 102 µM), without a hit: top-dose activity, negative = inhibition, usual class: inhibitors. hit rate 8.8% among 350,000. AID 504332; further: on the % scale 0 is the no-effect control and ±100 the full control effect; nearly all actives have a fitted effect of over 75% in size
# Target sequence (Q96KQ7 913-1193 limits assumed): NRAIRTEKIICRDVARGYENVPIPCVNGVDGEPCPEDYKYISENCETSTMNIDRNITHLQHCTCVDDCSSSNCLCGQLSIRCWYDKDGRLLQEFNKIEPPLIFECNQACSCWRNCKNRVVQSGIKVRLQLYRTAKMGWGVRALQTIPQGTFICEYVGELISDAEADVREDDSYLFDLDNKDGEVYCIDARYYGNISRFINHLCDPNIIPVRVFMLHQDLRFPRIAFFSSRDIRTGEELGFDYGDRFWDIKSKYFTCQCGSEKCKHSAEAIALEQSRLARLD
#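 G9a (20 nM) preincubated 15 min RT with compounds, then 500 nM biotinylated H3K9 peptide and 20 uM SAM added; 2 h RT reaction. Monomethyl-H3K9 product detected by AlphaScreen with anti-H3K9me1 antibody, streptavidin donor and anti-rabbit IgG acceptor beads.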
# POLH inh: DNA polymerase eta (human) inhibition. AID 588591. recombinant Pol eta, fluorescent DNA replication assay. hit rate 1.2% among 390,000. Potency, µM (top dose mostly 114 µM), for the others: top-dose activity change, negative = inhibition, usual class: inhibitors; further: on the % scale 0 is the no-effect control and ±100 the full control effect
# Target sequence (Q9Y253 whole entry, looked up): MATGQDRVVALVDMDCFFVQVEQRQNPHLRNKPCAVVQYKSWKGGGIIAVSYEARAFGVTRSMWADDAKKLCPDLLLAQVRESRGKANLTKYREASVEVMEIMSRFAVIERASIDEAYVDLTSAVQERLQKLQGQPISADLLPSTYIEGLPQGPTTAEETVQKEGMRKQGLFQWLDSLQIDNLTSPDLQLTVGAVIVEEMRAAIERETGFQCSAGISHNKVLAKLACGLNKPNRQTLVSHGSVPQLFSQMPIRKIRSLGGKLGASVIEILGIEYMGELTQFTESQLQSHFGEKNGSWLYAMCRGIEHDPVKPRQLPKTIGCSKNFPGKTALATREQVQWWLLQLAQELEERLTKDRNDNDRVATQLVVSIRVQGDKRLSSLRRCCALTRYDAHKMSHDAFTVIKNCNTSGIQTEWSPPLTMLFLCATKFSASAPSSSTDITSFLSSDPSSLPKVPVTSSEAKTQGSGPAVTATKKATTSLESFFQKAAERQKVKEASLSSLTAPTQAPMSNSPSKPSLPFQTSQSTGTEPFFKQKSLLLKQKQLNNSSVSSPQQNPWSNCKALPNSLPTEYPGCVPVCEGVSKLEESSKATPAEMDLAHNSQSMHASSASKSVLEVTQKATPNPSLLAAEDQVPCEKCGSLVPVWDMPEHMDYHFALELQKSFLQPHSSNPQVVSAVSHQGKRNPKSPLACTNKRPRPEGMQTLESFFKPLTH
#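 Fluorescent replication assay: 50 nM final substrate added after a 15 min room-temperature compound preincubation with 10 nM enzyme. Signal taken at 0 min and again at 10 min.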
# BLM helicase inh: Bloom syndrome helicase (human) inhibition | recombinant BLM DNA unwinding, fluorescence dequenching | Potency, µM (highest dose often 56.1 µM), for the others: at the top dose activity change, negative = inhibition, usual class: inhibitors | P54132 | hit rate 0.2% among 350,000;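 further: plate controls were vehicle for no effect and no enzyme for full effect; nearly all actives have a fitted effect of over 35% in size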
# Active calls of the source: *; ? = inconclusive; nt = not tested or not shown; & = joins results of further samples; [ ] = another dose, or the depositor's remark. The call rests on the fitted dose curve; in most records, active means well fitted curve in the direction sought with a large enough effect; inconclusive means small, poorly fitted or top-dose-only effect, or another doubt; inactive means no such curve, though single readings can be large; an effect the other way counts as inactive or inconclusive. Potency means the concentration at half of the fitted maximal effect.
entry	POLB inh	Pol kappa inh	BAZ2B block	APEX1 inh	JMJD2A Tudor inh	Pol iota inh	G9a inh	POLH inh	BLM helicase inh	molecule
1	?	-15%	?	-1%	50µM*	-8%	35µM*	?	?	Cc1cccc(NC(=O)CN2C(=O)S/C(=C\c3ccc(O)c([N+](=O)[O-])c3)C2=O)c1
2	15%	-1%	-5%	-7%	-14%	-5%	0%	-15%	-2%	COc1cccc(NC(=S)NCc2cccs2)c1
3	nt	-32%	4%	-7%	-17%	-30%	?	-2%	nt	Cc1ccc(OCC(=O)N(C)CC(=O)Nc2ccccc2Cl)c([N+](=O)[O-])n1
4	nt	-9%	nt	nt	-14%	21%	nt	-6%	nt	CC(NS(C)(=O)=O)C(c1cccs1)N1CCN(c2ccccc2F)CC1 (stereo not given)
5	0%	-25%	-6%	14%	-17%	87%[activator]	nt	-13%	-2%	CC(=O)Nc1ccc(CN2CCCC(C(=O)c3cccc(C(F)(F)F)c3)C2)cc1 (stereo not given)
6	nt	1%	8%	5%	-6%	-1%	4%[59 µM]	9%	nt	O=C(NCCCN1CCCC1=O)C1CCN(S(=O)(=O)c2cccc(Cl)c2Cl)CC1
7	1%	-9%	4%	2%	-15%	-8%	-7%	-10%	1%	COc1ccc(S(=O)(=O)N2CCOCC2)cc1NC(=O)c1cc2c(s1)CCCC2
8	35µM*	32µM*	20µM*	-59%	25µM*	6.3µM*	40µM*	11µM*	-14%	N#Cc1c(SCC(=O)Nc2nc3ccc(Br)cc3s2)sc2c(O)cc(=O)[nH]c12
9	-16%	-9%	-16%	nt	11%	14%	2%[59 µM]	-3%	1%	O=C(Cn1c(=O)n(Cc2ccc3c(c2)OCO3)c(=O)c2oc3ccccc3c21)Nc1ccccc1F
10	-1%	5%	-13%	23%	-4%	16%	?	-15%	-1%	COc1cc(Cl)ccc1OCc1cc(C(=O)N(C)C2CCOC2)no1 (stereo not given)
11	37%	-2%	11%	30%	-11%	150%[activator]	40%	0%	-2%	COc1ccc(NC(=O)C(=O)Nc2cccc3ccccc23)c(OC)c1
12	2%	-5%	-16%[57.1 µM]	-9%	-39%	45%[activator]	16%	-15%	-12%	COCCNC(=O)C(=O)NCC(c1ccc2c(c1)OCO2)N1CCN(c2ccc(F)cc2)CC1 (stereo not given)
13	11%	1%	-1%	10%	0%	9%	nt	-19%	-1%	COc1ccc(S(=O)(=O)N2CCCCCC2)cc1NC(=O)c1ccccc1
14	9%	11%	-17%	nt	0%	20%	1%[59 µM]	-6%	-6%	CCN(CC)CCCNc1cc(-c2ccccc2)nc(C)n1
15	36%	0%	10%	3%	-15%	30%	-3%[59 µM]	-15%	0%	Oc1c(C=C2N=c3ccccc3=N2)sc(=S)n1-c1ccccc1
16	-9%	-4%	-18%	6%	-18%	48%[activator]	24%	-6%	0%	CC(=O)Cn1ncc(Br)c(Br)c1=O
17	20µM*	?	56µM*	?	?	325%[activator]	45µM*	35µM*	?	N=C1S/C(=C\c2ccco2)C(=O)N1c1ccc2c(c1)OCO2
18	nt	-5%[60.1 µM]	nt	14%	nt	nt	5%[12.7 µM]	nt	0%	O=C(c1cccc(F)c1)N1CCC2(CC1)CN(c1ccccc1)C2
19	2%	-5%	?	-4%	-32%	4%	-20%[12.7 µM]	-1%	-9%	COc1ccccc1N1CCN(C(c2cccs2)c2nnnn2C2CCCC2)CC1 (stereo not given)
20	20%	-10%	6%	33%	-10%	-7%	-24%	-5%	-3%	COCCSc1nnc(NC(=O)C2CCN(C(=O)c3ccco3)CC2)s1
21	0%	-10%	2%	-1%	-9%	17%	-18%[59 µM]	-9%	-6%	CC(C)=CC(=O)OCC(=O)Nc1ccc(Cl)cn1
22	-4%	-3%[60.1 µM]	-5%	1%	3%	17%	?	-2%	-6%	COc1ccc(OC)c(NC(=O)C2CCN(S(C)(=O)=O)CC2)c1
23	-28%	-4%	79µM*	-2%	28µM*	6%	10µM*	-17%	-1%	CC1=C(C(=O)NCc2ccccn2)C2(CCC(C)CC2)OC1=O (stereo not given)
24	nt	6%	2%	7%	-13%	-11%	11%[12.7 µM]	-4%	nt	CN(C)C1=NC[C@H](Cc2ccccc2)N1CCC1CCCC1
25	?	5%	-14%	0%	-13%	16%	-5%	-6%	-5%	COc1ccccc1C(=O)N1CC(=O)Nc2ccc(C)cc2C1c1ccc(F)cc1 (stereo not given)
26	nt	11%	nt	nt	-2%	8%	nt	0%	nt	OC1COC(c2ccccc2)OC1C1OC(c2ccccc2)OCC1O (stereo not given)
27	14%&3%	1%&-4%	5%&9%	-3%	3%&1%	-10%&1%	15%	-10%&2%	-1%&-3%	O=C(CSc1nc(-c2ccccc2)cc(=O)[nH]1)Nc1ccccc1F
28	12%	-2%[60.1 µM]	0%	nt	-10%	2%	3%[59 µM]	-2%	0%	Cc1ccc(Cl)cc1NC(=O)CN1C=NS(=O)(=O)c2ccccc21
29	nt	-9%	nt	nt	22µM*	-17%	nt	-6%	nt	CC(=O)Oc1ccc(OC(C)=O)c2c1C1C=CC2CC1
30	17%	-11%	-38%	-3%	?	?	-15%	-14%	-9%	COc1ccccc1N(C)S(=O)(=O)c1ccc(C(=O)Nc2nc(C)cs2)cc1
31	-12%	-16%	-6%	3%	-23%	3%	?	-6%	-4%	CCOC(=O)N1CCN(C(=O)c2noc3c2COc2ccccc2-3)CC1
32	4%	-11%	4%	-3%	-12%	11%	-2%	-5%	3%	COCCn1c(SCC(=O)Nc2cc(C)on2)nnc1-c1c[nH]c2ccccc12
33	-3%	2%	-1%	nt	-3%	10%	4%[59 µM]	-5%	-6%	CCOC(=O)c1ccccc1NS(=O)(=O)c1c(-c2ccc(C)cc2)csc1C(=O)OC
34	0%	-1%	2%	nt	-14%	13%	7%[59 µM]	-17%	2%	O=C(Cn1nnnc1-c1ccccc1F)Nc1ccc(F)c(F)c1
35	21%	2%	6%	0%	?	19%	?	-4%	1%	COc1ccc(OC)c(-n2c(-c3ccc(C)cc3)n[nH]c2=S)c1
36	3%	0%	-20%	27%	-9%	31%[activator]	32%[12.7 µM]	-3%	-11%	CCS(=O)(=O)NCCNc1ccc([N+](=O)[O-])cc1
37	28%	6%	11%	-2%	-4%	?	13%	-19%	-1%	COc1cccc(OCCNC(=O)c2ccc(C)cc2)c1
38	2%	-7%	4%	-4%	3%	19%	25%	9%	0%	S=C(Nc1ccccc1)Nc1ccc(OCc2ccccc2)cc1
39	24%	3%	-4%	-3%	0%	10%	-2%[59 µM]	0%	0%	O=c1c2ccsc2ncn1Cc1ccccc1F
40	12%	-9%	-3%	-1%	-10%	44%[activator]	?	-15%	1%	O=C(O)c1cccc(NC2=Nc3cccc4cccc2c34)c1
41	2%	-6%	?	-4%	-34%	61%[activator]	40µM*	-7%	0%	COc1ccc(C2=CSC3=NNC4(CCCCC4)NN23)cc1
42	-3%	-2%	-12%	32%	-3%	26%	-6%	-9%	-4%	CCCn1nnnc1SCC(=O)N1CCCCC1
43	-20%	0%	-23%	5%	-7%	12%	-24%	-8%	-4%	O=c1c(Cc2c(F)cccc2Cl)c(O)ccn1Cc1ccc(F)cc1
44	26%	-4%	-2%	0%	-9%	-7%	nt	-22%	-12%	COc1cc(CNCCO)cc(Br)c1OCc1ccccc1Cl
45	10%	-3%	nt	-5%	-30%	38%	31%[activator]	-19%	-6%	CS(=O)(=O)Nc1ccc(C2=NN(C(=O)c3ccco3)C(c3cccc(F)c3)C2)cc1 (stereo not given)
46	nt	4%	nt	nt	-3%	26%	nt	-10%	nt	O=C(CCC(=O)N1CCN(S(=O)(=O)c2ccc(Cl)cc2)CC1)NCc1cccc(C(F)(F)F)c1
47	15%	-11%	12%[0.457 µM]	6%	-16%	24%	?	-22%	0%	CC1CCN(C(=O)Cn2nnc(-c3ccc([N+](=O)[O-])cc3)n2)CC1
48	-2%	-11%	2%	-1%	-6%	10%	-25%[12.7 µM]	4%	-1%	O=C1CC(=O)C(n2cncn2)C(c2ccc(Cl)cc2)C1 (stereo not given)
49	21%	0%	?	1%	-8%	30%	9%	-2%	5%	Cc1c(C(=O)NCCCn2ccnc2)oc2ccccc12
50	0%	3%	0%	0%	-7%	-13%	-5%[59 µM]	-11%	-8%	CCC(C)c1c(O)nc(SCC(=O)Nc2ccccc2)[nH]c1=O (stereo not given)
51	45%	-10%	-10%	12%	-11%	-13%	-45%	-13%	-3%	CCC1CCCCN1CCCNC(=O)Cn1ncn2nc(-c3ccc(OC)cc3)cc2c1=O (stereo not given)
52	16%	-3%	9%	-4%	-23%	37%[activator]	35%[59 µM]	-11%	-2%	CC(C)CCN1CC(O)=C(c2nc3ccccc3[nH]2)C1=N
53	-8%	-9%	9%	-2%	1%	13%	?	6%	0%	COC(=O)Cn1cnc2sc(C)c(S(=O)(=O)N3CCC(C)CC3)c2c1=O
54	-2%	-3%	8%	23%	6%	-1%	-11%	-14%	-1%	CCCC[C@@H]1C[C@H]1[C@@H](NC(=O)c1ccco1)c1ccc(Cl)cc1
55	5%	12%	2%	35%	-4%	-21%	23%	-1%	-1%	O=C(Cc1ccc(NC2=NC3CS(=O)(=O)CC3S2)cc1)NCc1ccccc1Cl (stereo not given)
56	25%	-4%	2%	nt	-14%	2%	6%[59 µM]	-1%	-5%	Cc1ccc(Cn2cc(/C=C(/C#N)C(=O)Nc3cccc(Cl)c3)c3ccccc32)cc1
57	-17%	4%	?	9%	-5%	21%	-20%	-3%	1%	O=C(NCc1cccs1)C1CCCN1C(=O)Nc1cccc(F)c1 (stereo not given)
58	2%&-20%	6%&-1%	-18%&0%	36%	-7%&7%	4%&10%	-4%	-9%&-10%	1%&2%	CCC1CCCCN1CCCNC(=O)CN1C(=O)c2cccnc2Oc2ccc(C)cc21 (stereo not given)

# Three of the compounds above, with bars between the fields:
No. | Molecule | POLB inh | Pol kappa inh | BAZ2B block | APEX1 inh | JMJD2A Tudor inh | Pol iota inh | G9a inh | POLH inh | BLM helicase inh
50 | CCC(C)c1c(O)nc(SCC(=O)Nc2ccccc2)[nH]c1=O (stereo not given) | 0% | 3% | 0% | 0% | -7% | -13% | -5%[59 µM] | -11% | -8%
44 | COc1cc(CNCCO)cc(Br)c1OCc1ccccc1Cl | 26% | -4% | -2% | 0% | -9% | -7% | nt | -22% | -12%
54 | CCCC[C@@H]1C[C@H]1[C@@H](NC(=O)c1ccco1)c1ccc(Cl)cc1 | -2% | -3% | 8% | 23% | 6% | -1% | -11% | -14% | -1%

# Bioassay records (PubChem BioAssay)

# Only part of the results is shown; the hit share may differ from the screen's.
